# hcGAS inh – Primary biochemical luminescence assay for human cyclic GMP-AMP synthase inhibitors; recombinant h-cGAS, ATP depletion, Kinase-Glo luminescence; inhibition, % at 12.5 µM; 0.081% of 290,000 active; AID 1259398, 2018;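 further: 0% = vehicle reaction and 100% = reaction without DNA for no activity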
# Target sequence (Q8N884 whole entry, looked up): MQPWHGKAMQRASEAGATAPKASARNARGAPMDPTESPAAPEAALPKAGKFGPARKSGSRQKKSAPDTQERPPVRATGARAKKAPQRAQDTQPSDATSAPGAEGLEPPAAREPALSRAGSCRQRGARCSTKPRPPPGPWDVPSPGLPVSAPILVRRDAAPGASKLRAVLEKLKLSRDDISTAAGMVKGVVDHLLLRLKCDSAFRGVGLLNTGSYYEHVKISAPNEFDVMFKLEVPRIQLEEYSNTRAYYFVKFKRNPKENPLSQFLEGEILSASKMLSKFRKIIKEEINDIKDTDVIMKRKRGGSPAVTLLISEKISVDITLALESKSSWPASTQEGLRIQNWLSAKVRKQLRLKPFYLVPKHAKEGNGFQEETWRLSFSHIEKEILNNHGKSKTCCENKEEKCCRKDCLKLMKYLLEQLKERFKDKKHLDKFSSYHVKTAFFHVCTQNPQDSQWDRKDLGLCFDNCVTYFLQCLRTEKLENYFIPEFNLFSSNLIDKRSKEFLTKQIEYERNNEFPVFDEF
# NPYLR7 agonist – agonists of mosquito NPYLR7 receptor, primary screen, cell-based, Aedes aegypti, calcium fluorescence, mosquito biting behavior. 0.15% of 270,000 active. Aedes aegypti neuropeptide Y-like receptor 7 (NPYLR7). HEK293T NPYLR7/Galpha15, GCaMP6s calcium fluorescence. activation, % at 10 µM; in the data active means activation above about 40%;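 further: 0% = vehicle and 100% = reference agonist at the receptor; some compounds past the cut are filed as inactive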
# mcGAS inh – cyclic GMP-AMP synthase inhibitors, mouse, primary biochemical chemiluminescence. Q8C6L5. recombinant cGAS, Kinase-Glo ATP depletion luminescence. inhibition, % at 12.5 µM. 0.15% of 160,000 active. AID 1259399, 2018;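 further: 0% = negative control wells and 100% = reference inhibitor with no enzyme activity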
# An asterisk follows results filed as active; x = not tested or not shown. Unless noted, no stated cut-off is given here; in the data, active means inhibition above about 40%; inactive means the rest.
(1) CCN(CC)c1ccc(CN(CC(C)C)C(=O)C2CCC2)c(OS(=O)(=O)CC)c1
(2) COc1cc2c(cc1OC)C(c1cccc(C(F)(F)F)c1)N(C(=O)Nc1cc(OC)c(OC)c(OC)c1)CC2 (configuration not stated)
(3) CCOC(=O)c1nn(-c2ccc(C)cc2)c(=O)c2c(N)scc12
(4) Cc1c(Cc2ccc3c(c2)OCO3)sc(NC(=O)c2ccc(Br)s2)c1C#N
(5) CN(C)C(=O)c1ccc(-c2cccc(C(F)(F)F)c2)s1
(6) CN1CCC2(CC1)CC(O)c1cc(-c3ccc(C(=O)N4CCCC5CCCCC54)cc3)ccc1O2 (configuration not stated)

Screen / compound no.	1	2	3	4	5	6
mcGAS inh	-4.7	-7.4	x	-4.9	-9.5	x
NPYLR7 agonist	7.9	23.4	-4.5	8.6	16.4	16.2
hcGAS inh	-5.0	-5.8	-13.7	-3.6	-8.2	-7.8

# Pulled one by one from the entries so far (2):
(6) CN1CCC2(CC1)CC(O)c1cc(-c3ccc(C(=O)N4CCCC5CCCCC54)cc3)ccc1O2 (configuration not stated)
(4) Cc1c(Cc2ccc3c(c2)OCO3)sc(NC(=O)c2ccc(Br)s2)c1C#N

Screen / compound no.	6	4
mcGAS inh	x	-4.9
NPYLR7 agonist	16.2	8.6
hcGAS inh	-7.8	-3.6

# Next section:
(7) O=C(Nc1cc(F)ccc1F)N1CC(=O)N2CCc3ccc(F)cc3C2C1 (configuration not stated)
(8) Cc1sc2nc(SCC(=O)NCc3ccccc3)n(Cc3ccco3)c(=O)c2c1C
(9) COc1cc(C(=O)NC(C)C(C)C)cc(OC)c1Br (configuration not stated)
(10) Cc1ccc(-n2nc(C(=O)NCc3ccco3)c(=O)n(Cc3cccc(F)c3)c2=O)cc1Cl
(11) O=C(COC(=O)c1ccc(N2C(=O)C3CCCCC3C2=O)cc1)c1ccc(Br)cc1 (configuration not stated)
(12) O=S(=O)(NCc1ccccc1)Nc1cccc(-c2ccccn2)c1

Screen / compound no.	7	8	9	10	11	12
mcGAS inh	-7.7	-3.4	x	-2.7	0.9	x
NPYLR7 agonist	-1.2	-6.4	3.4	12.9	-0.3	-1.3
hcGAS inh	-6.0	-1.5	-0.2	-4.1	5.9	1.1

(13) CC(=O)N1CCc2ccccc2C1CC(=O)N(C)Cc1n[nH]c(C)n1 (configuration not stated)
(14) CCOC(=O)C=C1SCC(=O)N1CC(=O)O
(15) COC(=O)c1c(S(=O)(=O)NCc2ccccc2)sc(C(=O)O)c1C
(16) O=C(c1ccc(F)c(F)c1)N1CCc2ccccc2C1c1ccccc1F (configuration not stated)
(17) CCC(NC(=O)N1CC2C3CCC(O3)C2C1)c1ccc(C)cc1 (configuration not stated)
(18) CN(CC(=O)Nc1cccc(F)c1)C(=O)c1ccc(-c2ccccc2F)o1

Screen / compound no.	13	14	15	16	17	18
mcGAS inh	x	-5.9	x	-1.1	x	-14.4
NPYLR7 agonist	0.3	4.1	2.8	17.9	0.9	-1.8
hcGAS inh	5.3	-9.5	-11.9	-3.5	-2.4	-1.6

(19) CCOC(=O)[C@H]1C[C@]2(CCCCNC2=O)N(C(=O)c2cccs2)[C@H]1c1ccco1
(20) Cc1cc(C(=O)O)c(O)c(S(=O)(=O)N(C)c2ccc(F)cc2)c1
(21) CN(CC(O)COCc1ccccc1)C(=O)Nc1ccc(F)cc1F (configuration not stated)
(22) CCc1csc(CNC(=O)C2=C(C)NC(=O)NC2C)n1 (configuration not stated)
(23) O=C(CNCc1ccccc1)NCC(=O)Nc1ccc(Cl)cc1
(24) COCCN1CCN(C[C@@H]2C=C(C)[C@H](Cc3nnc(COc4ccc(F)cc4)o3)C[C@H]2C(C)C)CC1

Screen / compound no.	19	20	21	22	23	24
mcGAS inh	-7.9	x	-5.4	x	-3.7	-7.4
NPYLR7 agonist	-1.4	7.7	1.3	1.3	-11.3	-5.7
hcGAS inh	-7.1	-5.1	-6.4	-6.2	-4.5	-7.2

(25) Cc1cc(/C=N\Nc2nc3ccccc3n2C)c(C)n1-c1ccc(Br)cc1
(26) CC(NS(=O)(=O)c1ccc(F)cc1)c1nnc(SCc2ccccc2)n1-c1cc(Cl)ccc1Cl (configuration not stated)
(27) CC(c1ccco1)N(C)C(=O)Nc1cccc(S(C)=O)c1 (configuration not stated)
(28) CN(C)c1ccc(NC(=O)c2cc(F)ccc2Br)cn1
(29) Cc1ccsc1C(C1C(=O)CC(C)(C)CC1=O)C1C(=O)CC(C)(C)CC1=O
(30) CNCc1cc(C(C)(C)C)n[nH]1

Screen / compound no.	25	26	27	28	29	30
mcGAS inh	-6.2	2.4	-6.0	x	-3.8	x
NPYLR7 agonist	-3.1	17.7	7.0	1.7	13.1	-17.9
hcGAS inh	-5.0	7.9	-3.1	-4.6	-4.6	-4.3

(31) CCOC(=O)c1cc(S(=O)(=O)NC(C)(C)C)cn1C
(32) NC(=Nc1nc(CSc2ccc(Cl)cc2)cc(=O)[nH]1)Nc1ccccc1
(33) O=C(c1ccccc1S(=O)(=O)Cc1ccccc1)N1C[C@H]2CC=CC[C@H]2C1
(34) CSc1ncnc2c1nnn2C
(35) CCN(CC)S(=O)(=O)c1ccc(OC)c(C(=O)NC(C)c2cc(C)sc2C)c1 (configuration not stated)
(36) O=C(Nc1cc(F)c(N2CCCC2)c(F)c1)C1CC1c1cccnc1 (configuration not stated)

Screen / compound no.	31	32	33	34	35	36
mcGAS inh	x	x	-14.3	x	x	x
NPYLR7 agonist	2.8	3.3	8.4	1.4	-13.6	0.7
hcGAS inh	-2.0	-3.3	-5.3	-6.0	3.8	-8.7

(37) C=CCn1c(SCc2cccc(C(F)(F)F)c2)nnc1-c1ccccc1F
(38) COCCCN(Cc1csc(COc2ccccc2C(C)C)n1)C(=O)c1ccccc1F
(39) CCn1c(C)c(C(=O)CN(CCN2CCOCC2)C(=O)CCc2ccccc2)c(C)c1C(=O)OC
(40) Cc1cc(C)n(CC(=O)N2CCC(n3nccc3NC(=O)c3ccc4c(c3)OCO4)CC2)n1
(41) CCCCCCCCCCCCCC(=O)NCC(=O)Nc1cc(-c2ccccc2)nn1-c1ccc(C)cc1C
(42) Cc1c(C(=O)N2CCCC2C(=O)OCc2ccccc2)cnn1C (configuration not stated)

Screen / compound no.	37	38	39	40	41	42
mcGAS inh	-4.7	-4.8	-4.9	-3.6	-6.1	x
NPYLR7 agonist	7.9	-0.4	-11.6	2.5	-1.1	2.6
hcGAS inh	-2.1	-3.7	-6.3	-8.6	-1.6	-9.6

(43) N#Cc1cc(O)ccc1[N+](=O)[O-]
(44) Cc1ccc(CN(C)C(=O)CCl)o1
(45) CCOC(=O)c1cnc(SC)nc1-c1cccc2ccnn12
(46) CCC(=O)Nc1c2c(nn1C(C)(C)C)CSC2
(47) CCOC(=O)c1ccc(NC(=O)CSc2nnc(CNC(=O)c3ccco3)n2-c2cc(C)ccc2C)cc1
(48) S=c1[nH]c2ccccc2n1-c1cc(-c2ccccc2)nn1-c1ccccc1

Screen / compound no.	43	44	45	46	47	48
mcGAS inh	x	6.6	-13.2	-8.7	-3.6	x
NPYLR7 agonist	-3.6	-1.4	3.1	-4.1	11.4	-1.7
hcGAS inh	8.5	3.9	-8.6	-3.4	-3.1	-7.1

(49) CC(Cn1cncn1)NCc1noc(C2CCCC2)n1 (configuration not stated)
(50) O=C(CSC1=NCCS1)Nc1ncc([N+](=O)[O-])s1
(51) COCc1cc(N2CCN(c3ccccc3F)CC2)nc(SCc2ccc(C(=O)O)cc2)n1
(52) c1ccc2c(c1)SCCC2NC1CC2CC1C1CCCC21 (configuration not stated)
(53) CCOc1ncccc1C(=O)N1CCC2(CC1)C(=O)NCCCN2C
(54) O=C(CN(C1CC1)S(=O)(=O)c1ccc(F)cc1)N1CCc2sccc2C1c1ccc(Cl)cc1 (configuration not stated)

Screen / compound no.	49	50	51	52	53	54
mcGAS inh	x	28.6	-6.7	x	-8.2	-5.5
NPYLR7 agonist	13.2	6.2	8.3	1.6	1.9	-1.7
hcGAS inh	-5.1	7.9	-6.6	-16.1	-3.7	-2.7

(55) Cn1ccnc1SCc1cc(=O)c(OC(=O)C2(c3ccc(Cl)cc3)CCCC2)co1
(56) COC(=O)c1cc(CNc2ccc(C#N)cc2)oc1C
(57) O=C(NC(C1CC1)C1CC1)N1CCCC1c1ccccc1 (configuration not stated)
(58) COc1cccc(C(=O)Nc2cc(-n3cnnn3)ccc2F)c1OC(F)F
(59) COc1cc(Cl)c(S(=O)(=O)Nc2ccccn2)cc1Cl
(60) COc1ccc(OC)c(-c2nc(CN3CCC(C(C)(C)O)CC3)c(C)o2)c1

Screen / compound no.	55	56	57	58	59	60
mcGAS inh	-4.2	-12.7	x	x	-7.9	-3.0
NPYLR7 agonist	-0.9	-1.4	2.0	-1.5	0.6	-9.1
hcGAS inh	-2.5	-9.7	-6.5	-4.3	-5.3	-0.2

# 4 structures out of the list, arranged by length of the SMILES, high to low:
(10) Cc1ccc(-n2nc(C(=O)NCc3ccco3)c(=O)n(Cc3cccc(F)c3)c2=O)cc1Cl
(25) Cc1cc(/C=N\Nc2nc3ccccc3n2C)c(C)n1-c1ccc(Br)cc1
(23) O=C(CNCc1ccccc1)NCC(=O)Nc1ccc(Cl)cc1
(22) CCc1csc(CNC(=O)C2=C(C)NC(=O)NC2C)n1 (configuration not stated)

Screen / compound no.	10	25	23	22
mcGAS inh	-2.7	-6.2	-3.7	x
NPYLR7 agonist	12.9	-3.1	-11.3	1.3
hcGAS inh	-4.1	-5.0	-4.5	-6.2

# Next part
(61) O=C(CSc1nnc2ccc(-c3cccc([N+](=O)[O-])c3)nn12)NC1CCCCC1
(62) CCOC(=O)N1CCN(C(=O)c2csc(CSc3nnc(-c4ccncc4)n3-c3cccc(Cl)c3)n2)CC1
(63) CCN(CC)c1nc(N2CCOCC2)nc(C)c1[N+](=O)[O-]
(64) O=C(c1ccc(S(=O)(=O)NC2CC2)o1)N1CCc2ccccc2C1
(65) O=c1oc2ccc3ccccc3c2cc1-c1nnc(Nc2ccc(Oc3ccc4ccccc4c3Cl)c(Cl)c2)s1
(66) COc1ccc(Cc2nc(-c3ccc(NC(C)=O)cc3F)cs2)cc1OC

Screen / compound no.	61	62	63	64	65	66
mcGAS inh	-6.8	-4.4	x	x	x	x
NPYLR7 agonist	-8.6	-4.4	9.6	3.1	-5.2	3.2
hcGAS inh	-5.2	-9.3	-8.7	-16.6	-2.3	-4.9

(67) COc1ccc(N2C(=S)SC3CS(=O)(=O)CC32C)cc1 (configuration not stated)
(68) COc1ccc(N2CCN(C(=O)CC(c3ccccc3)c3cn(Cc4ccccc4)c4ccc([N+](=O)[O-])cc34)CC2)cc1 (configuration not stated)
(69) C=CCN(Cc1ccccc1Cl)C(=O)CN1CCCCCC1=O
(70) CCOC(=O)c1c(C)oc2c(F)c(F)c(F)c(F)c12
(71) Cc1nc(C(F)(F)F)ccc1C(=O)N1CCN(c2nc3ccccc3nc2-c2ccccc2)CC1
(72) C=CCN(Cc1nccn1Cc1c(F)cccc1Cl)C(=O)C(C)C

Screen / compound no.	67	68	69	70	71	72
mcGAS inh	x	-3.6	x	x	-8.8	-5.9
NPYLR7 agonist	13.0	3.0	10.5	-0.6	x	3.0
hcGAS inh	0.0	-2.4	-8.7	-4.0	-12.2	-6.5

(73) CC(=O)N1CCN(c2ncccc2CNS(=O)(=O)N2CCCC2)CC1
(74) CCOc1cc2c(cc1CNC(=O)c1cc(OC)cc(OC)c1)OC(C)C2 (configuration not stated)
(75) COc1ccc(-c2nnc(NC(=O)C3CCCN3C(=O)Nc3c(C(C)C)cccc3C(C)C)s2)cc1 (configuration not stated)
(76) O=C(Cc1c(Cl)cccc1Cl)NNC(=O)Cn1cncn1
(77) O=C(NC1CCCCC1)N1CCc2cc(S(=O)(=O)N3CCN(C4CCCCC4)CC3)ccc21
(78) CCc1ccc2c(c1)NC(=O)C2(C)Cc1ccccc1OC (configuration not stated)

Screen / compound no.	73	74	75	76	77	78
mcGAS inh	x	x	-5.1	-8.4	-5.4	-0.9
NPYLR7 agonist	17.5	11.8	-2.6	0.2	x	1.4
hcGAS inh	-6.1	-4.2	-15.0	-6.2	-8.2	2.8

(79) CCC(C)NC(=O)c1cc(-c2cccc(OC)c2)nc2cc(C(C)(C)C)nn12 (configuration not stated)
(80) O=C(c1cc2nc(-c3ccco3)cc(C(F)(F)F)n2n1)N1CCc2ccccc2C1
(81) O=c1cccnn1CCNS(=O)(=O)Cc1ccccc1
(82) Cc1ccccc1OCC1c2ccsc2CCN1C(=O)CN(CC1CCCO1)C(=O)C1CCCC1 (configuration not stated)
(83) CCc1ccc(-c2nc(-c3ccc(C)cc3)no2)cc1
(84) O=C(Nc1nncs1)C1CCCN(C(=O)C2(c3ccc(Cl)cc3)CCCC2)C1 (configuration not stated)

Screen / compound no.	79	80	81	82	83	84
mcGAS inh	-6.1	-7.7	x	-4.9	-4.8	x
NPYLR7 agonist	13.2	-5.8	3.4	-2.0	-7.0	5.3
hcGAS inh	-8.1	-6.9	-8.6	-4.6	-3.9	-8.0

(85) COc1ccc2cc([C@H](C)C(=O)Nc3cnc4n3CCCC4)ccc2c1
(86) COc1ccc(Cl)cc1S(=O)(=O)N1CCC(c2c[nH]c3c(C)cccc23)CC1
(87) COCc1nc(NCCc2c[nH]c3ccccc23)c2cnn(C)c2n1
(88) COc1ccc(N2CCN(C(=O)CC3CSc4nc5c(c(=O)n43)CCC5)CC2)cc1 (configuration not stated)
(89) OCCCc1nc2ccccc2[nH]1

Screen / compound no.	85	86	87	88	89
mcGAS inh	x	-4.5	-16.1	x	x
NPYLR7 agonist	30.4	5.5	-0.7	0.4	18.2
hcGAS inh	-3.1	-0.3	-4.2	-1.5	-11.5

# From PubChem BioAssay
